Bioassay records as filed in PubChem BioAssay.
VCAM1 TNFa inh: reduces TNF alpha induced VCAM1 expression in HUVEC; HUVEC TNFa-induced VCAM-1 immunofluorescence, high-content imaging; inhibition, % at 2 µM; AID 802; 95,000 tested, 0.48% active;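 active means inhibition above the batch mean plus 3 SD, with images confirmed as a hit by eye, cut at about 37% in these data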;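 further: 0% = TNF-stimulated DMSO wells and 100% = unstimulated control wells; not every result past the cut was called active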
TNFa cytotox: HUVEC cytotoxicity counter-screen, TNF alpha stimulated | 93,000 tested, 0.17% active | HUVEC TNFalpha-stimulated, Hoechst cell count, imaging | cell count reduction, % at 2 µM | AID 848;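 active means cell count reduction exceeding the screen mean by over 5 SD, scaled to untreated wells per plate, cut at about 78% in these data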;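 further: cells counted after 24 h of TNF alpha exposure following the 1 h pretreatment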
Candida biofilm: kills Candida albicans biofilms. C. albicans biofilm + clotrimazole, Alamar Blue. inhibition, % at 6 µM. 85,000 tested, 0.14% active. AID 834;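 active means inhibition above 20%; inactive means inhibition below 20%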;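 further: preformed 24 hr biofilms exposed to compound for 48 hr; 0% = biofilm without compound and 100% = blank killed by clotrimazole plus chlorhexidine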
sEH inhibitor: inhibitors of human soluble epoxide hydrolase | P34913 | recombinant human sEH enzymatic activity assay | inhibition, % at 2 µM | 91,000 tested, 0.34% active; in the data active means inhibition above about 80%; further: values of inactives mirror those of a sister screen read the other way; many of its hits are not listed in these tables
Smad3 FoxH1 inh: inhibitors of human Smad3 transcription factor binding | TR-FRET Smad3/Dy647-FoxH1 peptide binding, europium anti-His | inhibition, % at 25 µM | 88,000 tested, 0.29% active;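 active means compounds that reduce the energy-transfer binding signal between the protein and its labelled peptide by more than half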;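 further: 0% = Smad3 plus labelled peptide maximal FRET and 100% = peptide-only background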
Target sequence (P84022 whole entry, looked up): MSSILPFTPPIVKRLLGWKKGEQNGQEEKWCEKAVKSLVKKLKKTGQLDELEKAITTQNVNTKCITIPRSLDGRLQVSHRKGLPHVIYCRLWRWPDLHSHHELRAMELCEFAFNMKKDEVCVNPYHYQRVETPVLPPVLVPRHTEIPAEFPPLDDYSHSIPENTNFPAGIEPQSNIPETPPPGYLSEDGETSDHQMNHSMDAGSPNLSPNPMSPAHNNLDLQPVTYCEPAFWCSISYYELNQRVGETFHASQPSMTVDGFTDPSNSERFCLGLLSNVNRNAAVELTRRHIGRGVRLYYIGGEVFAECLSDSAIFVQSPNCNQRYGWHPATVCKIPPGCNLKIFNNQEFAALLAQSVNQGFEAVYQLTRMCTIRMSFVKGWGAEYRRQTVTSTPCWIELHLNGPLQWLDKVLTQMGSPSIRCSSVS
ERb SRC1 inh: blocks coactivator binding to human estrogen receptor beta; Q92731; TR-FRET ER-beta LBD / SRC1-Cy5 peptide binding; receptor agonist-loaded with 1 µM estradiol; inhibition, % at 25.6 µM; 86,000 tested, 1.3% active; AID 633;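 active means compounds whose percent inhibition of the receptor-coactivator binding signal exceeds about 50% in the single-dose screen, limit read from the data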;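 further: 0% = receptor plus peptide wells without compound and 100% = peptide-only wells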
Target sequence (Q92731 whole entry, looked up, the tested form may be a part): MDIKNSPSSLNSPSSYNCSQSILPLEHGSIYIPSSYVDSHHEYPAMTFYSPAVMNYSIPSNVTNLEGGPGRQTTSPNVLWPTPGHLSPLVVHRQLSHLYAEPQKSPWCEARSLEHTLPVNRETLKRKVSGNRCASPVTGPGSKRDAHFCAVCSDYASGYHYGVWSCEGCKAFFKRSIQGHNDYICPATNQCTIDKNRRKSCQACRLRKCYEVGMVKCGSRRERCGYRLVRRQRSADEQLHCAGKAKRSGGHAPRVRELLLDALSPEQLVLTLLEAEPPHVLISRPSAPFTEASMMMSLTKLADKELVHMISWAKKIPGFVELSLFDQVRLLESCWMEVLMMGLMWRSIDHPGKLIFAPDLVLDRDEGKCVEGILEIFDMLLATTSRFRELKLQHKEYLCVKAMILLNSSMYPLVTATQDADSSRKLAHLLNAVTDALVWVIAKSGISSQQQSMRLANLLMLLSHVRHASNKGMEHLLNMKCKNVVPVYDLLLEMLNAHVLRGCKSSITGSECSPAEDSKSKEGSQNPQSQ
cytoskel mod: modifiers of cytoskeleton assembly; HUVEC TNFa F-actin phalloidin imaging, high content; AID 836; inhibition, % at 2 µM; 91,000 tested, 0.18% active;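 active means inhibition above the batch mean plus 3 SD and confirmed as a hit by visual image inspection, cut at about 30% in these data, passing the limit was not always enough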; further: strong numbers were not always called active
sEH activator: increases human soluble epoxide hydrolase activity | P34913 | purified human sEH enzymatic activity, activator screen | activation, % at 2 µM | 91,000 tested, 0.04% active; in the data active means activation above about 37%; further: values of inactives mirror those of a sister screen read the other way
HUVEC tox IL1B: toxic to HUVEC cells under IL-1B stimulation; cell count reduction, % at 2 µM; 94,000 tested, 0.41% active; AID 845; HUVEC cell count loss, Hoechst imaging, IL-1B stimulated;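 active means cell count reduction more than 3 SD above the screen-wide mean, cut at about 70% in these data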;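 further: normalized per plate to untreated control cells as the no-loss baseline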
An asterisk follows results filed as active; / = not tested or not shown; [ ] = remark or other dose.

#	compound	VCAM1 TNFa inh	TNFa cytotox	Candida biofilm	sEH inhibitor	Smad3 FoxH1 inh
1	O=c1c2ccccc2n2cnnc2n1-c1ccccc1	9	-5	-4	/	-3
2	O=C(COC(=O)CNC(=O)C1CCCCC1)Nc1ccc2ccccc2c1	3	-24	3	7	13
3	CCCN(CCC)C(=O)CC(c1ccccc1)c1cc(Br)ccc1O (stereo unspecified)	1	-10	4	-4	7
4	COc1ccc(NC(=O)c2ccc(CN3CCN(c4ccccc4)CC3)cc2)cc1	5	-15	2	19	-4
5	CCn1nc(CC(=O)Nc2ccc(-n3cnnn3)c(C)c2)c2ccccc2c1=O	0	-6	8	93*	16
6	COc1ccc(C(=O)NCc2ccc(C)cc2)cc1S(=O)(=O)N1CCCc2ccccc21	4	-2	/	18	/
7	CCCCOc1ccc(C2CC(=O)NC2=O)cc1 (stereo unspecified)	8	-10	/	-11	-1
8	CCN(Cc1ccccc1)C(=O)CSc1nc(C)cc2c1C(=O)OC2	-41	-37	/	-5	/
9	c1ccc(-c2nccc(-c3ccc(-n4cnc5ccccc54)cc3)n2)nc1	-29	-36	/	-4	/
10	CCOC(=O)c1c(C2CC2)csc1NC(C)=O	33	0	-2	3	-7
11	CCn1c(SCC#N)nc2c(c1=O)C1(CCCC1)Cc1ccccc1-2	-1	-8	5	0	5
12	COc1ccc(NC(=O)Cn2c(-c3ccccc3)cn(-c3ccc(C)cc3)c2=O)cc1	8	-10	4	-6	-399

#	ERb SRC1 inh	cytoskel mod	sEH activator	HUVEC tox IL1B
1	2	4	/	21
2	-7	-6	-5	-7
3	12	-9	6	-38
4	-5[fluorescence artefact?]	-26	-18	-4
5	-5	16	-92	13
6	/	10	-18	-10
7	-4	5	13	-2
8	/	17	4	15
9	/	-17	4	-32
10	-10	13	0	-10
11	-2	-6	0	-4
12	4	-4	9	-27

New compounds follow:
#	compound	VCAM1 TNFa inh	TNFa cytotox	Candida biofilm	sEH inhibitor	Smad3 FoxH1 inh
13	CCOC(=O)/C(C#N)=C\C=C1C=CN(C)C=C1	26	-2	6	0	-24
14	O=C(CN1C(=O)COc2ccccc21)NCCCN1CCc2ccccc2C1	5	-1	8	-2	8
15	CCn1c(CNc2ccccc2Cl)nnc1SCCN1CCCCC1	8	3	5	-8	-5
16	O=C(N/N=C/c1ccccc1Cl)c1cccc(F)c1	-56	-22	/	26	/
17	O=C1CCCN1c1ccc(Br)cc1	-8	-8	-2	4	4
18	CCN(CCO)C(=O)C12CCC(C)(C(=O)C1)C2(C)C (stereo unspecified)	22	-3	13	7	7
19	Cc1cc(C)cc(N2C(=O)CC(N3CCOCC3)C2=O)c1 (stereo unspecified)	7	8	4	-10	-10
20	Cc1[nH]c(=O)c(C(=O)/C=C/c2ccccc2F)c2c1CCCC2	6	-6	/	-9	/
21	COc1ccc(CC(=O)NCc2ccccc2)cc1S(=O)(=O)N1CCOCC1	1	-15	7	-3	8
22	O=C(CN1C(=O)C2CC=CCC2C1=O)Nc1nc2ccccc2[nH]1 (stereo unspecified)	8	-11	9	0	-2
23	CCn1cc(C(=O)NCc2ccc(C)o2)c2cc(OC)c(OC)cc2c1=O	5	-41	3	/	-2
24	CCCCNS(=O)(=O)c1ccc2nc(SCC(=O)N3CC(C)OC(C)C3)[nH]c2c1 (stereo unspecified)	7	-48	6	21	10

#	ERb SRC1 inh	cytoskel mod	sEH activator	HUVEC tox IL1B
13	-21	6	3	3
14	8	-6	-2	3
15	-13	-22	10	-25
16	/	3	-26	5
17	4	5	-1	11
18	-4	5	-6	-18
19	0	-26	9	12
20	/	12	10	-38
21	3	2	6	-37
22	0	8	1	-3
23	-2	2	/	-14
24	-4	18	-22	-1

An excerpt from above in order of formula weight, smallest number first.
#	compound	VCAM1 TNFa inh	TNFa cytotox	Candida biofilm	sEH inhibitor	Smad3 FoxH1 inh
7	CCCCOc1ccc(C2CC(=O)NC2=O)cc1 (stereo unspecified)	8	-10	/	-11	-1
5	CCn1nc(CC(=O)Nc2ccc(-n3cnnn3)c(C)c2)c2ccccc2c1=O	0	-6	8	93*	16
3	CCCN(CCC)C(=O)CC(c1ccccc1)c1cc(Br)ccc1O (stereo unspecified)	1	-10	4	-4	7

#	ERb SRC1 inh	cytoskel mod	sEH activator	HUVEC tox IL1B
7	-4	5	13	-2
5	-5	16	-92	13
3	12	-9	6	-38

Next section.
#	compound	VCAM1 TNFa inh	TNFa cytotox	Candida biofilm	sEH inhibitor	Smad3 FoxH1 inh
25	COC(=O)c1ccccc1NC(=O)c1cc(-c2ccc(O)cc2)on1	-6	-12	4	9	43
26	O=C(Nc1cccc(S(=O)(=O)N2CCOCC2)c1)c1cc2c(s1)CCC2	12	1	3	56	2
27	Cn1c(=O)n(C)c2cc([N+](=O)[O-])c(N3CCN(S(=O)(=O)c4ccc5ccccc5c4)CC3)cc21	-29	12	/	-12	/
28	O=C(CCN1C(=O)c2ccccc2C1=O)Nc1cccc(F)c1	2	-22	2	1	10
29	COc1ccc(CONS(=O)(=O)c2ccc(NC(C)=O)cc2)cc1Cl	6	-6	/	-4	/
30	O=C(c1cc(-c2ccc3c(c2)OCO3)on1)N1CCN(c2ccc(F)cc2)CC1	4	-24	3	/	8
31	Cc1cccnc1NC(=O)c1ccc2nc(N)sc2c1	-14	-4	7	-9	-6
32	O=C(Nc1ccccc1O)c1ccc(Cl)cc1	13	-16	4	-11	3
33	CC(=O)Nc1nc(C)c(C(C)=O)s1	4	4	6	13	-2
34	CCCCOC(=O)C1CCCC(C)N1 (stereo unspecified)	-17	-17	2	11	2
35	CC(C)N=C(Nc1ccc(Cl)cc1)c1cccnc1	6	-10	/	3	/
36	COc1ccc(N2C(=O)CCC(C(=O)N3CCC(C(N)=O)CC3)C2c2ccc(F)cc2)cc1 (stereo unspecified)	-37	-44	5	-11	-14

#	ERb SRC1 inh	cytoskel mod	sEH activator	HUVEC tox IL1B
25	32	6	-10	-20
26	-4	-7	-56	12
27	/	-26	10	-11
28	-3	3	-1	/
29	/	9	5	-4
30	-6	14	/	-28
31	5[fluorescence artefact?]	9	11	-8
32	-9	-8	11	14
33	2	2	-12	-19
34	-5	-4	-10	-5
35	/	0	-1	6
36	16	8	11	10

Next section
#	compound	VCAM1 TNFa inh	TNFa cytotox	Candida biofilm	sEH inhibitor	Smad3 FoxH1 inh
37	c1ccc(-c2ccccc2-c2nc(-c3ccncc3)no2)cc1	37	19	9	-6	3
38	CC(=O)c1c(C)[nH]c(C(=O)Nc2c(C)n(C)n(-c3ccccc3)c2=O)c1C	12	-8	4	-7	-4
39	CCC(C)NCCOCCOc1ccc(C)cc1Br (stereo unspecified)	7	4	/	-3	/
40	CCOc1cc(N2CCOCC2)c(OCC)cc1NC(=O)Cc1ccccc1OC	22	-4	/	-2	/
41	Cn1c(=O)c2cc(S(=O)(=O)NCCC(=O)NCC3CCCO3)ccc2n(C)c1=O (stereo unspecified)	16	14	10	-7	2
42	Cc1cccc2sc(NC(=O)CN(C)S(=O)(=O)c3cccs3)nc12	-4	-5	3	-11	-10
43	COc1cccc(-c2nc(NC(C)C)c3ccccc3n2)c1O	10	8	5	/	4
44	N=c1nc(-c2ccccc2)ccn1O	-26	-17	6	6	11
45	O=C1N/C(=N/Nc2ccccc2)S/C1=C\c1ccccc1	21	8	/	13	/
46	Nc1nc(SCCOc2ccccc2)n[nH]1	23	-5	8	-1	-1
47	O=C(/C=C/c1ccco1)NC(=S)Nc1ccccn1	-1	-24	1	0	12
48	Cc1cc(C)n(-c2nnc(C)n2/N=C/c2cc(Br)ccc2OCc2ccccc2)n1	-18	-21	7	-11	9

#	ERb SRC1 inh	cytoskel mod	sEH activator	HUVEC tox IL1B
37	-9[fluorescence artefact?]	0	5	13
38	0	4	8	-130
39	/	2	1	-48
40	/	21	6	18
41	-9	-7	6	-1
42	-5	1	9	-49
43	6	-3	/	5
44	-4	9	-7	-15
45	/	-15	-10	-31
46	-5	-3	4	-50
47	-3	7	-4	8
48	9[fluorescence artefact?]	4	11	-20

Later entries:
#	compound	VCAM1 TNFa inh	TNFa cytotox	Candida biofilm	sEH inhibitor	Smad3 FoxH1 inh
49	COCCCNC(=O)C1CCC(=O)N1Cc1ccccc1Cl (stereo unspecified)	-3	-40	0	-12	2[fluorescence artefact?]
50	CC(C)(C)NC(=O)NC(=O)COC(=O)CCC1CCCCC1	26	-1	/	3	/
51	C=CCOc1cccc(C2C(C(=O)c3ccc(C)o3)=C(O)C(=O)N2CCN(C)C)c1 (stereo unspecified)	-17	-16	4	7	7
52	COc1ccc(C(CCc2ccc(C)o2)NC(=O)Nc2ccc(OC)cc2OC)cc1 (stereo unspecified)	6	32	2	9	6
53	COc1ccc(CCN2C(=NC(=O)CCC(=O)O)SC3CS(=O)(=O)CC32)cc1 (stereo unspecified)	28	7	7	1	-9
54	CCc1nnc(NC(=O)[C@@H](NC(=O)c2cccc(S(=O)(=O)N(CC)CC)c2)C(C)C)s1	-14	-18	/	-1	/
55	COc1ccccc1CC(=O)Nc1ccccc1O	14	-29	5	-9	-17
56	COc1ccc(OCC(=O)OCC(=O)NCc2ccco2)cc1	-10	-8	/	-3	/

#	ERb SRC1 inh	cytoskel mod	sEH activator	HUVEC tox IL1B
49	0[fluorescence artefact?]	11	9	-98
50	/	2	0	12
51	0	-23	-7	6
52	3[fluorescence artefact?]	/	-8	4
53	-6	-4	0	-13
54	/	-6	0	12
55	-8	/	9	-16
56	/	-8	6	-27

Compounds shown so far with a Cl atom:
#	compound	VCAM1 TNFa inh	TNFa cytotox	Candida biofilm	sEH inhibitor	Smad3 FoxH1 inh
15	CCn1c(CNc2ccccc2Cl)nnc1SCCN1CCCCC1	8	3	5	-8	-5
16	O=C(N/N=C/c1ccccc1Cl)c1cccc(F)c1	-56	-22	/	26	/
29	COc1ccc(CONS(=O)(=O)c2ccc(NC(C)=O)cc2)cc1Cl	6	-6	/	-4	/
32	O=C(Nc1ccccc1O)c1ccc(Cl)cc1	13	-16	4	-11	3
35	CC(C)N=C(Nc1ccc(Cl)cc1)c1cccnc1	6	-10	/	3	/
49	COCCCNC(=O)C1CCC(=O)N1Cc1ccccc1Cl (stereo unspecified)	-3	-40	0	-12	2[fluorescence artefact?]

#	ERb SRC1 inh	cytoskel mod	sEH activator	HUVEC tox IL1B
15	-13	-22	10	-25
16	/	3	-26	5
29	/	9	5	-4
32	-9	-8	11	14
35	/	0	-1	6
49	0[fluorescence artefact?]	11	9	-98

These rows are one share of the data (hit frequency here may not be typical).
